Screening results (PubChem BioAssay)
SIAE primary – human SIAE inhibition, primary screen | Q9HAT2 | SIAE FP-Rh probe binding, fluorescence polarization | inhibition, % at 9.66 µM | actives 0.69% (n = 370,000) | AID 1053197;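 active = inhibition above a cutoff: mean of compounds within the control limits plus 3 SD of those, cut at about 17% in these data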;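 note: 0% = plate median of compound wells and 100% = probe without SIAE protein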
Target sequence (Q9HAT2 whole entry, looked up): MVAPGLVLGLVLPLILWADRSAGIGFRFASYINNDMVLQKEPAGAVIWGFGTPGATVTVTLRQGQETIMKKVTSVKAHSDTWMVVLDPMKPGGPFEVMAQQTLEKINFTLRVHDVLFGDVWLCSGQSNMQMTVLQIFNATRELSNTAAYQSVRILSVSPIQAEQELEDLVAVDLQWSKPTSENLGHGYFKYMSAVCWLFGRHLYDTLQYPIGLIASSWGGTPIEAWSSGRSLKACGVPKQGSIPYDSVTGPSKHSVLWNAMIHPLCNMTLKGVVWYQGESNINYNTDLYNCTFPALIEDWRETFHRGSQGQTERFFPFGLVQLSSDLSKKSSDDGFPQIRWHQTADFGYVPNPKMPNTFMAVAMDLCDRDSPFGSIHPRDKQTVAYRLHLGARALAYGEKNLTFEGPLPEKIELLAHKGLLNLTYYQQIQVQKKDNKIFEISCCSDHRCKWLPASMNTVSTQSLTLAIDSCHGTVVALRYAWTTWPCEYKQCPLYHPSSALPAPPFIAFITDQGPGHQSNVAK
DDE Tn7 FP inh – DD(E)-Tn7 binding inhibition, primary FP screen; AID 720508; FP displacement of FITC-Tn7 peptide from fibrin DD(E); 0% = median of compound wells per plate; inhibition, % at 8.3 µM; actives 0.13% (n = 370,000);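 active = inhibition above the mean of compounds falling within the control limits plus 3 SD of them, cut at about 14% in these data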;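 note: 0% = plate median of compound wells and 100% = 10 µM Aha-Tn7 peptide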
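Assay system: human fibrin DD(E). Input: DD(E) 2 µM final. Medium: Tris buffer with calcium and detergent, pH 7.8. Compound dosing: single point at 8.3 µM. Timing: 10 min plus 3 h, room temperature. Technique: fluorescence polarization of the labelled Tn7 tracer. Read-out: percent inhibition. Replicates: singlicate testing.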
UHRF1 MBD2 ctr – UHRF1 methyl-DNA binding inhibition; Q96T88; UHRF1 binding to methylated oligo, TR-FRET; inhibition, % at 4.4 µM; actives 0.75% (n = 370,000); in the data active = inhibition above about 21%;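 note: UHRF1 SRA domain binding a hemimethylated CpG hairpin DNA probe; 0% = median of test compound wells and 100% = reference inhibitor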
LEDGF integ inh – blocks HIV-1 LEDGF/p75-dependent DNA integration. TR-FRET IN-LEDGF/p75 DNA integration, Eu/Cy5. inhibition, % at 3.7 µM. actives 0.64% (n = 370,000). AID 743269;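 active = inhibition above the screen-wide mean plus 3 SD, cut at about 13% in these data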;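 note: signal is the Cy5 over europium emission ratio at 671 and 618 nm; 0% = plate median of compound wells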
TCR CD3 inh – human TCR-CD3 binding inhibition; AID 651800; inhibition, % at 9.4 µM; TAMRA-labeled TCR probe fluorescence, biochemical; actives 0.37% (n = 360,000); in the data active = inhibition above about 19%;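 note: recombinant mutant TCR 2C K166C tagged with TAMRA read by polarization; 0% = receptor in buffer alone and 100% = receptor with positive control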
MBD2 DNA inh – blocks human MBD2 binding to methylated DNA; TR-FRET, MBD2 binding to methylated oligonucleotide; inhibition, % at 4.4 µM; actives 0.31% (n = 370,000); AID 686964; in the data active = inhibition above about 13%
Target sequence (Q9UBB5 whole entry, looked up): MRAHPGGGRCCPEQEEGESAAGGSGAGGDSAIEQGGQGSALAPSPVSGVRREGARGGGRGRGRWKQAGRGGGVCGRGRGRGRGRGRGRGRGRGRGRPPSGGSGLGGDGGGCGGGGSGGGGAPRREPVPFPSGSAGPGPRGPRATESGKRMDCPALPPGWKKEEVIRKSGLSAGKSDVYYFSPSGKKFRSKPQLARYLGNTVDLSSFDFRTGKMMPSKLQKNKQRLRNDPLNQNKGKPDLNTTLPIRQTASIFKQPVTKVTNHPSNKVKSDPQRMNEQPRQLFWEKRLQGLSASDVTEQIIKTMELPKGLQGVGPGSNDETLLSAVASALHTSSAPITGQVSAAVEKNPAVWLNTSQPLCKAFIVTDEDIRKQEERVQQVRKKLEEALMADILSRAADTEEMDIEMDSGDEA
proKLK7 act – activates the human kallikrein-7 zymogen; actives 0.9% (n = 370,000); P49862; activation, % at 7 µM; AID 652039; purified proKLK7, EDANS-DABCYL substrate fluorescence; 100% is mature enzyme control, 0% vehicle;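 active = activation above the mean of all tested compounds plus 3 SD, computed per campaign excluding outliers beyond control limits, cut at about 13% in these data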
TDP2 inh – TDP2 (human) inhibition, absorbance primary screen; O95551; recombinant TDP2, T5PNP hydrolysis, p-nitrophenol absorbance 415 nm; inhibition, % at 12.8 µM; actives 0.34% (n = 370,000); AID 720702;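 active = inhibition above the mean of all tested compounds plus 3 SD, set per campaign, cut at about 25% in these data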;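 note: 0% = DMSO with enzyme and 100% = buffer with substrate but no TDP2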
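System – recombinant human TDP2 · Quantity – TDP2 enzyme at 120 nM final · Doses – single concentration, 12.8 µM nominal, with 1% DMSO · Incubation – 2 h at 37 °C · Measured by – epi absorbance of p-nitrophenol freed from T5PNP by hydrolysis · Read-out – % inhibition relative to enzyme-containing and enzyme-free wells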
Tn6 DDE FP – disrupts Tn6 cyclic peptide binding to fibrin D-Dimer-E complex | inhibition, % at 8.3 µM | Fibrin DD(E) TRITC-Tn6 fluorescence polarization displacement | actives 0.21% (n = 370,000);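 active = inhibition above a per-campaign cutoff: mean of compounds within control limits plus 3 SD, cut at about 15% in these data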;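 note: 0% = median of all compound wells on the plate and 100% = blocking peptide control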
PRMT1 inh – inhibitors of human PRMT1; recombinant PRMT1, activity-based probe fluorescence polarization; inhibition, % at 2.79 µM; Q99873; actives 1.3% (n = 370,000);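 active = inhibition above about 21% made by adding two undisclosed values, limit read from the data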
Numbers without * were called inactive.

SMILES	SIAE primary	DDE Tn7 FP inh	UHRF1 MBD2 ctr	LEDGF integ inh	TCR CD3 inh	MBD2 DNA inh	proKLK7 act	TDP2 inh	Tn6 DDE FP	PRMT1 inh
COc1ccc(C(=O)Nc2ccccc2C(=O)NCCN2CCOCC2)cc1	5	0	3	1	10	0	0.1	7	6	0
Cc1ccc(-c2nn(C)c(=O)c3ccccc23)cc1CN1CCCCC1	1	-4	0	1	4	-3	0.2	9	-4	0
CCN(CC)c1cc(-c2ccccc2)ncn1	3	-5	4	-7	1	2	0.4	-8	1	6
COc1ccccc1NS(=O)(=O)c1cc(NC(=O)c2sc3cc(Cl)ccc3c2Cl)ccc1C	-2	0	1	-2	-6	-4	1.1	-15	-4	-5
CSc1ccccc1NC(=O)c1cc(-c2cccnc2)nc2ccc(Br)cc12	-12	2	-2	0	1	-2	-1.6	5	8	0
O=C(Nc1ccc(F)c(Cl)c1)C1CC(=O)N(Cc2ccco2)C1 (stereo not drawn)	1	-1	0	4	3	2	0.5	-11	8	1
CCCS(=O)(=O)N1CCN=C1SCc1cccnc1	-1	-8	0	3	0	5	-0.6	-3	-7	5
O=C(O)c1ccc(S(=O)(=O)NC2CCCCC2)cc1	1	0	0	-2	-3	1	-0.3	5	-6	0
O=C(CCn1nc(-c2ccc(Cl)cc2)ccc1=O)N1CCOCC1	2	3	-2	1	-2	0	0.2	0	7	7
CN1CCN(C(=O)CN(C)S(=O)(=O)c2cc(Cl)ccc2Cl)CC1	-8	8	1	2	-2	2	0.1	1	1	-3
CN(C(=O)c1ccccc1C(=O)OCC(=O)c1ccc(F)c(F)c1)C1CCCCC1	-1	-6	2	2	0	2	-0.5	1	-10	5
COCOCCn1cc(CN2CCS(=O)(=O)N(Cc3ccc(-c4ccc(OC)c(OC)c4)cc3)C(CC(C)C)C2=O)nn1 (stereo not drawn)	-4	4	0	-1	5	-4	-0.2	7	3	2
O=C(Nc1nc(-c2ccc(S(=O)(=O)N3CCCC3)cc2)cs1)C1COc2ccccc2O1 (stereo not drawn)	-69	-2	-2	2	13	2	-2.1	-8	10	-3
COc1ccc(NC(=O)CSc2nc3nc(C)cc(C)c3c(=O)[nH]2)cc1OC	3	-4	-1	-2	1	0	-0.2	10	2	0
CCOC(=O)c1ccccc1NC(=O)Cn1c(-c2nonc2N)nc2ccccc21	-1	-7	-1	0	3	-5	0.2	10	0	1
CCn1c(SCC(=O)NCc2ccco2)nc2cccnc21	3	-2	0	5	-7	-3	0.7	0	4	-2
CN(C)c1ccc(P(=O)(OC2CCCCC2)C(O)c2ccccn2)cc1 (stereo not drawn)	-2	-2	5	0	-7	1	-0.2	-14	2	9
CCC(c1nnnn1-c1ccc2c(c1)OCCO2)N1CCN(c2ccc(C)cc2)CC1 (stereo not drawn)	2	-5	3	1	-4	4	1.3	8	1	2
COc1ccc(NC(=O)CC2C(=O)N(c3ccc(Cl)cc3)C(=S)N2NC(=O)c2cccc(F)c2)cc1 (stereo not drawn)	-12	-6	0	1	0	1	0.5	0	-2	-1
CCN1C(=O)[C@H]2[C@@H](c3ccc(C)cc3)N[C@]3(CCCN(Cc4ccccc4)C3=O)[C@H]2C1=O	10	-1	-2	6	-1	-1	-0.2	3	-6	1
CCOC(=O)CCCC(=O)Nc1ncnc2c1C(c1ccccc1)c1c(ccc3ccccc13)O2 (stereo not drawn)	-37	-4	-2	0	5	-3	-0.2	1	-5	-3
O=C(c1ccc(Cl)c(S(=O)(=O)N2CCCCCC2)c1)N1CCOCC1	8	8	4	0	10	-1	0.1	0	7	-2
O=C(O)/C=C\c1cccc(-n2nnnc2SCc2ccccc2F)c1	-5	-5	0	-3	0	1	-0.2	9	3	0
O=C(CSc1ccc(Cl)cc1)Nc1nnc(-c2cccc([N+](=O)[O-])c2)s1	-62	2	2	-4	6	0	0.3	4	7	0
CCOC(=O)c1ccccc1NC(=O)C1CC(=O)N(C2CCCC2)C1 (stereo not drawn)	-2	4	8	-3	0	5	0.5	16	-5	7
Cc1cc(C(=O)COC(=O)c2nn(C)c(=O)c3ccccc23)c(C)n1C	1	-1	1	1	-4	1	-0.4	-16	-5	-2
O=C(Nc1ccc(S(=O)(=O)Nc2nccc(C3Cc4ccccc4C(=O)O3)n2)cc1)c1ccccc1 (stereo not drawn)	-2	4	1	-1	-6	-3	1.0	-5	-1	0
COCCCN(C(=O)Nc1ccc(C)c(C)c1)C(C)c1ccccn1 (stereo not drawn)	-1	1	1	-2	0	-1	0.0	0	-6	-1
COc1ccc(C(C)NC(=O)Cc2cccs2)cc1OC (stereo not drawn)	2	0	1	-5	-7	-2	0.4	-3	5	2
Cc1ccc(-c2nnc(N3CC(C)OC(C)C3)c3ccccc23)cc1 (stereo not drawn)	-3	-10	1	-2	5	2	0.1	-7	0	1
CC(CCN1CCN=C1Nc1ccccc1)c1ccccc1 (stereo not drawn)	0	5	-3	-2	4	-5	-0.2	6	3	-4
COc1cc(C)c(CN2CCN(S(=O)(=O)c3ccc(Cl)s3)CC2)cc1OC	8	2	-3	1	3	-6	0.6	7	-1	4
Cc1nn2c(CN(C(=O)COc3ccccc3)c3ccccc3)nnc2c2ccccc12	0	5	11	-2	-7	5	0.0	3	4	4
COc1ccc(C(=O)/C=C/c2ccccc2C(F)(F)F)cc1	-4	2	-1	1	-7	-2	0.4	-12	-8	1
C=CCN=C(C)C1=C(O)C(C)OC1=O (stereo not drawn)	-4	4	0	-2	9	-4	0.2	3	8	-2
CC(C)(C)NC(=O)NC(=O)COC(=O)c1c(F)cccc1Cl	-7	2	-1	-3	2	4	0.3	4	-1	2
S=C1NC2(CCCCC2)Nc2ccccc21	3	-3	-1	3	3	2	0.7	-12	0	8
CCCc1c(C(=O)N/N=C(\C)CCc2ccccc2)nnn1-c1nonc1N	-2	4	4	-6	-3	1	0.1	7	4	1
COc1ccc(-c2cc(C(=O)OCC(=O)N(C)C)c3ccccc3n2)cc1	-9	-2	-2	0	10	-1	50*	9	-3	1
O=c1c2ccccc2c(-c2ccc(F)cc2)nn1-c1ccc(C(F)(F)F)cc1	-7	9	-2	-1	0	4	-0.5	4	4	4
COc1ccc(-c2cc(C(=O)N/N=C/c3cc(OC)c(OC)cc3OC)c3ccccc3n2)cc1	-6	7	1	-3	1	1	0.1	3	4	1
Cn1cc(C(=O)N/N=C/C(Br)=C\c2ccccc2)ccc1=O	-1	3	9	0	5	4	-0.3	3	3	2
O=C(CN1C(=O)CC(c2ccccc2)S(=O)(=O)c2ccccc21)N1CCCCC1 (stereo not drawn)	-1	2	24*	1	10	2	0.0	-3	-4	-2
COc1ccc(-c2ccc(C(=O)O)o2)c([N+](=O)[O-])c1	10	-4	8	0	-4	6	-7.5	1	0	19
O=S(=O)(NCc1ccccc1)c1ccc(S(=O)(=O)N(Cc2cccs2)CC2CCCO2)cc1 (stereo not drawn)	-7	-5	-2	2	5	-3	0.7	-13	5	-2
COc1cc(/C=C2/SC(=O)N(Cc3ccccc3)C2=O)ccc1OCc1ccncc1	5	5	2	3	1	6	-0.9	10	-1	0
CC(C)C[C@@H]1CN=C(N)N1C[C@@H]1CCCN1C[C@@H](C(C)C)N1C[C@@H](Cc2ccccc2)N(CCCC2CCCC2)C1=N	-3	2	-1	1	-2	-7	-0.3	-9	4	0
CC(=O)C[C@@H](O)CC(=O)[C@@H]1OC(=O)CCCCCCCc2ccccc21	-2	-8	3	2	4	2	0.1	2	3	4
CCC(C)OC(=O)n1ccc(C(=O)Nc2nccs2)n1 (stereo not drawn)	0	3	6	-1	-2	7	-0.1	8	6	-1
Cc1cc(=O)oc2ccc(OC(=O)CN3C(=O)c4cccc([N+](=O)[O-])c4C3=O)cc12	2	3	2	-2	-4	4	0.4	15	6	7
COC(=O)c1ccc(NC(=O)CCN2C(=O)NC(C)(C)C2=O)cc1	12	5	2	4	1	-5	0.4	-4	1	-4
COc1cc(NC(=O)c2cc(S(=O)(=O)N3CCCCC3)c[nH]2)cc(OC)c1	-16	-2	1	2	13	-1	0.4	0	-7	-1
CCN(C(=O)COC(=O)c1ccc(S(=O)(=O)N2CCCc3ccccc32)cc1)C1CCS(=O)(=O)C1 (stereo not drawn)	1	12	0	0	2	3	0.1	4	-2	1
COc1ccc(CCn2c3c(c(=O)[nH]c2=O)C(NC(=O)c2cccs2)(C(F)(F)F)C(=O)N3)cc1OC (stereo not drawn)	15	10	-2	1	-7	-6	0.0	-14	-3	3
N/C(=N\OC(=O)c1cc(Br)ccc1Cl)c1ccccn1	-2	-2	0	4	1	6	0.6	-1	-2	2
O=C(NCCc1c[nH]c2ccccc12)c1ccc(S(=O)(=O)NCc2ccco2)cc1	2	6	2	5	3	3	0.0	10	-1	4
Cc1cc(S(=O)(=O)NC2CCCC2)ccc1F	0	4	-3	0	5	4	-0.2	-1	8	0
Cc1ccc2c(C)nc(Nc3nc(CSc4nnc(C)s4)cc(=O)[nH]3)nc2c1	-3	-3	-1	-4	-1	-1	-0.5	-6	-5	3
CC(=O)c1c(C)[nH]c(C(=O)Nc2cccnc2)c1C	-10	10	0	-2	-15	7	-0.1	-8	-6	7
CSCCCN1CCCC(CO)(Cc2ccc(F)cc2)C1 (stereo not drawn)	6	-4	1	-2	9	-5	-0.4	8	-2	-3

Five compounds already listed, ordered by molar mass, descending.
SMILES	SIAE primary	DDE Tn7 FP inh	UHRF1 MBD2 ctr	LEDGF integ inh	TCR CD3 inh	MBD2 DNA inh	proKLK7 act	TDP2 inh	Tn6 DDE FP	PRMT1 inh
COc1ccccc1NS(=O)(=O)c1cc(NC(=O)c2sc3cc(Cl)ccc3c2Cl)ccc1C	-2	0	1	-2	-6	-4	1.1	-15	-4	-5
CN(C)c1ccc(P(=O)(OC2CCCCC2)C(O)c2ccccn2)cc1 (stereo not drawn)	-2	-2	5	0	-7	1	-0.2	-14	2	9
COc1ccc(C(=O)/C=C/c2ccccc2C(F)(F)F)cc1	-4	2	-1	1	-7	-2	0.4	-12	-8	1
CCC(C)OC(=O)n1ccc(C(=O)Nc2nccs2)n1 (stereo not drawn)	0	3	6	-1	-2	7	-0.1	8	6	-1
C=CCN=C(C)C1=C(O)C(C)OC1=O (stereo not drawn)	-4	4	0	-2	9	-4	0.2	3	8	-2

(cont.)
SMILES	SIAE primary	DDE Tn7 FP inh	UHRF1 MBD2 ctr	LEDGF integ inh	TCR CD3 inh	MBD2 DNA inh	proKLK7 act	TDP2 inh	Tn6 DDE FP	PRMT1 inh
CN(c1ccccc1)S(=O)(=O)c1cccc(NC(=O)CN2CCCc3ccccc32)c1	-5	-3	2	4	-6	9	0.3	-7	-8	7
COc1cc(-c2noc(CCCC(=O)Nc3cccnc3)n2)cc(OC)c1OC	0	-3	-2	-3	7	1	0.0	3	2	-1
O=C(O)CC/C(=N/Nc1ncc(C(F)(F)F)cc1Cl)C(=O)O	2	-9	13	2	2	-1	0.3	9	6	4
COc1ccc2[nH]c3c(=O)n(CCCCCC(=O)NCCC(C)C)c(=S)[nH]c3c2c1	-2	-2	5	4	0	-2	-0.3	-7	-3	-1
